hIAP inh = human IAP inhibition. P09923. purified IAP, CDP-Star luminescence, 30 min. inhibition, % at 10 µM. 330,000 compounds, 0.12% hits;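 active means inhibition reaching a set limit with compound at 10 µM in the primary screen, cut at about 35% in these data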;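 further: plate controls were DMSO wells with enzyme for no effect and no-enzyme buffer wells for full effect; values of inactives mirror those of a sister screen read the other way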
A3G deaminase = blocks human APOBEC3G single-stranded DNA deamination. Q9HC16. recombinant A3G, ssDNA deamination FAM/TAMRA fluorescence. inhibition, % at 20 µM. 330,000 compounds, 0.28% hits. AID 493012;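 active means inhibition of at least 40% at 20 µM, with no more than 30% in the related APOBEC3A deaminase screen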;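 further: plate controls were DMSO wells with A3G for no effect and wells lacking A3G enzyme for full effect; some compounds called inactive have numbers as strong as hits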
Target sequence (Q9HC16 whole entry, looked up): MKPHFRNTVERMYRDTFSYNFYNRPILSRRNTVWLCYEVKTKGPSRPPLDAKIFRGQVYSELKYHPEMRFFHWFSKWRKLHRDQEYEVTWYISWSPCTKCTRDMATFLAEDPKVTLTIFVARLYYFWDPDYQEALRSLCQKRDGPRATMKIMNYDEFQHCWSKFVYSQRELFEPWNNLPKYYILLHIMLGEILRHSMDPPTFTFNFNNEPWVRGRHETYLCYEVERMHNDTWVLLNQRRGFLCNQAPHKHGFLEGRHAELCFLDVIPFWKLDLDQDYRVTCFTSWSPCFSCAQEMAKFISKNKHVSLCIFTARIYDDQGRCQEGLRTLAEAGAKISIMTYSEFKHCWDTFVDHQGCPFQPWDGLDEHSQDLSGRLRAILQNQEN
beta cell repl = inducers of beta-cell replication in MIN6 cells; MIN6 cells proliferation, ATPlite luminescence, 48 h; cells starved in 0.2% serum; 100% = growth in 10% serum; proliferation, % at 10 µM; 330,000 compounds, 0.29% hits;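 active means compounds whose signal lies at least 3.5 SD above the mean of all wells on their plate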;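 further: 0% = DMSO-treated cells in low-serum medium and 100% = 10% serum control; some compounds called inactive have numbers as strong as hits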
NALP3 yeast inh = inhibitors of NALP3 inflammasome in yeast; 330,000 compounds, 0.39% hits; inhibition, % at 10 µM; Yeast reconstituted NLRP3/ASC/caspase-1, beta-gal luminescence, 24 h;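 active means inhibition of 50% or more; inactive means inhibition below 50%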;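 further: plate controls were induced DMSO wells for no effect and uninduced yeast grown without galactose for full effect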
SENP1 FRET inh = inhibitors of human SENP1 SUMO protease catalytic domain | recombinant SENP1 catalytic domain, CyPet-SUMO1-YPet FRET cleavage | inhibition, % at 10 µM | 360,000 compounds, 0.21% hits;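 active means inhibition at least 30% at 10 µM, raw YFP signal under a set limit, fluorescence ratio 0.5 to 1.5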;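 further: 0% = enzyme with DMSO and 100% = no enzyme wells; some results filed as inactive read as strong as hits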
Target sequence (Q9P0U3 419-644 limits assumed): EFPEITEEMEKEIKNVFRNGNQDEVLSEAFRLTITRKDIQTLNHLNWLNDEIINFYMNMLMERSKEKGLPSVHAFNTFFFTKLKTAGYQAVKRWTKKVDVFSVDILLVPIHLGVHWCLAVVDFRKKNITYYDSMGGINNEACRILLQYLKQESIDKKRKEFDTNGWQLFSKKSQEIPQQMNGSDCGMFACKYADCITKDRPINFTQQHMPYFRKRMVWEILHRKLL
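Material: hSENP1 catalytic domain, recombinant; medium: Tris pH 8 with BME, BSA, NP40 and catalase; compound: single concentration of 10 µM compound, 0.5% DMSO final; technique: FRET read of cyan and yellow fluorescence; timing: 50 min enzyme reaction, room temperature, light-protected; reagent: SFCypet-SUMO1-SFYpet substrate at 25 nM; control set: no-enzyme low, enzyme-DMSO high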
APOBEC3A inh = blocks human APOBEC3A ssDNA deamination | recombinant A3A, FAM/TAMRA ssDNA deamination fluorescence | inhibition, % at 20 µM | 330,000 compounds, 0.41% hits | AID 493011;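 active means at least 40% inhibition at 20 µM here, with at most 30% in a related deaminase screen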;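 further: plate controls were A3A with DMSO for no effect and wells lacking A3A enzyme for full effect; some results filed as inactive read as strong as hits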
Target sequence (P31941 whole entry, looked up): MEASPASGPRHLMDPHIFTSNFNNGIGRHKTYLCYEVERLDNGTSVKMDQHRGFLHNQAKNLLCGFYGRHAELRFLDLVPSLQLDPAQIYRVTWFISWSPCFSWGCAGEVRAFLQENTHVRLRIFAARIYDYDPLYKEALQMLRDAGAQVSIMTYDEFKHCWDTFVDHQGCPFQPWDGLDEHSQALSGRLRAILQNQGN
mIAP activ = mouse IAP activation. muIAP, CDP-Star luminescence, 30 min; active compounds read high; 1 = vehicle-only enzyme signal, 0 = enzyme-free wells. activation factor at 10 µM. 330,000 compounds, 0.24% hits;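 active means activation factor of at least 2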; further: the source names both 10 and 20 µM as test concentration; values of inactives mirror those of a sister screen read the other way
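also added = chemiluminescent substrate CDP-Star | test system = mouse IAP enzyme | signal = chemiluminescence readout | compound = DMSO-dissolved test compounds | incubation = 30 min at room temperature | benchmarks = DMSO wells, no-enzyme wells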
hIAP activ = human IAP activation; AID 2524; 330,000 compounds, 0.16% hits; activation factor at 10 µM; purified human IAP, CDP-Star luminescence, 30 min; active compounds read high; 1 = vehicle-only enzyme, 0 = enzyme-free background; P09923;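 active means activation factor of the enzyme at least 2-fold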; further: the source names both 10 and 20 µM as test concentration; values of inactives mirror those of a sister screen read the other way
mIAP inh = mouse IAP inhibition. 330,000 compounds, 0.2% hits. purified mouse IAP, CDP-Star luminescence, 30 min. AID 2806. inhibition, % at 10 µM;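 active means inhibition of at least 40% at 10 µM in the primary screen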;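 further: plate controls were DMSO with enzyme for no effect and no enzyme wells for full effect; values of inactives mirror those of a sister screen read the other way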
* hit, by the source's call; . = not tested or not shown; & = joins results of further samples. An excerpt. The share of hits here may be higher or lower than overall.

SMILES | hIAP inh | A3G deaminase | beta cell repl | NALP3 yeast inh | SENP1 FRET inh | APOBEC3A inh | mIAP activ | hIAP activ | mIAP inh
CCCCCCc1cc2cc(S(=O)(=O)c3ccc(C)cc3)c(=O)oc2cc1O | 1 | -9 | -8 | -13 | -54 | -5 | 0.95 | 0.99 | 5
O=[N+]([O-])c1ccc2[nH]c(O)c(N=NC(=S)Nc3cccnc3)c2c1 | -59 | -2 | -3 | -1 | 2 | -3 | 0.76 | 1.6 | 24
CCc1ccc(OCC(=O)NCCN(C)C)c(Br)c1 | -2 | 1 | 4 | -4 | 2 | -1 | 0.97 | 1 | 3
Cc1ccc2nc(-c3cccc(N)c3)oc2c1 | 3 | -6 | -4 | 11 | 2 | -4 | 0.96 | 0.97 | 4
CCOCCCN1CN(Cc2ccccc2)CNC1=S | -1 | -5 | -2 | -1 | 5 | -7 | 1 | 1 | 0
O=C(Cc1cn2ccsc2n1)NCCc1ccc(F)cc1 | -9 | -3 | 0 | 10 | -3 | 6 | 0.96 | 1.1 | 4
CC(C)=NNC(=O)C1=NNC(=O)C1 | -6 | -9 | 0 | 0 | 1 | -1 | 0.95 | 1.1 | 5
COc1ccc(C(=O)c2c3ccccc3[n+]([O-])n2CCCN)cc1 | 27 | -4 | 5 | 34 | 1&-2 | -3 | 0.96 | 0.73 | 4
CC(=O)c1ccc(OCCCC(=O)OCC(=O)Nc2c(C)nn(-c3ccccc3)c2C)cc1 | -4 | -8 | 1 | 7 | 2 | 0 | 1.1 | 1 | -6
Cc1ccccc1OCC(=O)O/N=C(\N)c1ccncc1 | -11 | -7 | -1 | 13 | 1 | -5 | 0.99 | 1.1 | 1
O=C(N/N=C/C=C\c1ccc([N+](=O)[O-])cc1)c1cccnc1 | -7 | -5 | -4 | 11 | 0 | 3 | 0.98 | 1.1 | 2
Cc1ccc(-n2nnnc2-c2ccco2)cc1 | 1 | 1 | 0 | -22 | 1 | 7 | 0.64 | 0.99 | 36
CCOc1ccc(C(C)=O)cc1COC(=O)C1=COCCO1 | 8 | -8 | 0 | 15 | 2 | -1 | 0.99 | 0.92 | 1
CCOc1ccccc1-c1cc(C(=O)N/N=C/c2cccnc2)c2ccccc2n1 | 4 | -2 | 1 | -3 | 0 | -3 | 1 | 0.96 | -3
NC1=NC[C@H](Cc2ccc(O)cc2)N1CCc1cc(C(F)(F)F)cc(C(F)(F)F)c1 | 9 | -7 | -2 | 8 | -3 | -2 | 1.1 | 0.91 | -10
CCOC(=O)c1ccc(NC(=O)CSc2nnc(-c3cccs3)n2C)cc1 | 5 | 10 | 0 | 5 | 3 | 29 | 0.98 | 0.95 | 2
O=C(Nc1ccccc1O)c1cc(S(=O)(=O)N2CCOCC2)c(Cl)cc1Cl | -2 | -4 | -1 | 1 | 1 | -1 | 1 | 1 | -1
COCCNC(=O)C(=O)N/N=C/c1ccccc1C(F)(F)F | 3 | -1 | -1 | 12 | 1 | 0 | 0.86 | 0.97 | 14
CCCCn1c(O)c(/C=C2\C=Nc3ccccc32)c(=O)[nH]c1=O | 1 | -5 | 3 | 13 | -1 | -3 | 0.88 | 0.99 | 12
COc1cc2cc(-c3ccc(O)cc3O)nc(C)c2cc1OC | -7 | -11 | -5 | 20 | 0 | -1 | 1 | 1.1 | 0
O=C(Cn1cnc2ccccc21)Nc1cccc([N+](=O)[O-])c1 | -4 | -10 | 8.2* | 20 | 1 | 0 | 0.94 | 1 | 6
COCCCNC(=O)C(Cc1ccccc1)NS(=O)(=O)c1ccc2c(c1)c(=O)n(C)c(=O)n2C (stereo not given) | 9 | -6 | 3 | 8 | 1 | -2 | 0.99 | 0.91 | 1
CN(C(=O)COC(=O)Cn1cnc2c1c(=O)n(C)c(=O)n2C)C1(C#N)CCCCC1 | 12 | -3 | 1 | 10 | 0 | 2 | 0.82 | 0.88 | 18
O=C(Nc1cccnc1Cl)c1noc2c1CCc1ccccc1-2 | -11 | -10 | 4 | 14 | 0 | -3 | 0.94 | 1.1 | 6
Cc1ccc(S(=O)(=O)N(C)C)cc1NC(=O)C(C)OC(=O)c1ccc2c(c1)OCCO2 (stereo not given) | 5 | -5 | 0 | 4 | 0 | 4 | 1.1 | 0.95 | -14

(next part)
SMILES | hIAP inh | A3G deaminase | beta cell repl | NALP3 yeast inh | SENP1 FRET inh | APOBEC3A inh | mIAP activ | hIAP activ | mIAP inh
CC(=O)c1c(C)[nH]c(C(=O)COC(=O)COc2ccccc2)c1C | -6 | -5 | -3 | 9 | 4 | -3 | 0.99 | 1.1 | 1
Cc1cc(C)c2c(n1)SCC(=O)N2CC(=O)Nc1ccc(C)c(C)c1 | -12 | 3 | -4 | 2 | 2 | 2 | 1 | 1.1 | -4
COc1ccc(C(=O)N/N=C/c2ccc(OC)c(CN3CCCc4ccccc43)c2)cc1 | 19 | 5 | 0 | -13 | -17 | 1 | 0.9 | 0.81 | 10
O=C(NCCc1ccccc1)C1CCN(S(=O)(=O)N2CCCCC2)CC1 | -7 | -7 | 0 | 6 | -1 | -8 | 1 | 1.1 | -4
N#C/C(=C\c1ccc(O)c(O)c1)C(=O)Nc1ccccc1 | 52* | -6 | -4 | 35 | -34 | -6 | 0.75 | 0.48 | 25
CCOc1ccc(CCNC(=O)COC(=O)CSc2ccccc2C)cc1OCC | 0 | -6 | -1 | -6 | 4 | -1 | 0.97 | 1 | 3
CC(C)=CCCC(C)CN(C)CCc1ccccn1 (stereo not given) | 2 | -3 | 1 | -3 | 1 | -5 | 1 | 0.98 | -1
COc1ccc(CCNC(=O)CSc2nnc(CNC(=O)c3c(F)cccc3Cl)o2)cc1OC | 13 | -8 | 7 | 3 | 1 | -7 | 1 | 0.87 | -2
COc1cc(-c2cc(C(=O)Nc3c(Cl)cc(Cl)cc3Cl)c3ccccc3n2)cc(OC)c1OC | 1 | -5 | 1 | 14 | 0 | 0 | 0.98 | 0.99 | 2
[O-][n+]1c2ccc3nonc3c2nn1-c1ccccc1Cl | 16 | -5 | -3 | 14 | 2 | -3 | 0.93 | 0.84 | 7
COc1ccc(CC(=O)N/N=C(\C)c2cccs2)cc1OC | 14 | -4 | 0 | -4 | 2 | -2 | 0.99 | 0.86 | 1
COc1ccccc1NC=C1C(=O)OC2(CCCCC2)OC1=O | -1 | -4 | -1 | 12 | 0 | -2 | 1 | 1 | -2
Cc1nn(Cc2c(F)c(F)c(F)c(F)c2F)c(C)c1NC(=O)c1c([N+](=O)[O-])c(C)nn1C | 0 | -6 | -2 | 14 | 2 | -4 | 1.1 | 1 | -9
CC(C)CCCC(C)NS(=O)(=O)Cc1ccccc1 (stereo not given) | -23 | 1 | -2 | 21 | 1 | 5 | 1 | 1.2 | -4
COc1ccccc1C1C(C(N)=O)=C(C)Nc2nc(CCCO)nn21 (stereo not given) | -4 | -5 | -1 | 15 | 3 | -1 | 1 | 1 | -2
CCN(C(=O)Cn1c(=O)oc2ccccc21)c1cccc(C)c1 | -17 | 5 | -6 | -7 | 1 | 100* | 1 | 1.2 | -1
COc1ccccc1/C=C(/C(=O)NCCCn1ccnc1)c1ccccc1 | 1 | -10 | -3 | 22 | 3 | -3 | 0.94 | 0.99 | 6
CC(C)CCn1c(=O)c2ccccc2n2c(CN3C(=O)NC4(CCC(C)CC4)C3=O)nnc12 (stereo not given) | -3 | 2 | 0 | 23 | 1 | 2 | 0.96 | 1 | 4
COCCCNC(=O)c1ccc2c(=O)n(Cc3ccc(OC)cc3)c(=O)[nH]c2c1 | 8 | -5 | -2 | -5 | -1 | -3 | 0.99 | 0.92 | 1
CCOC(=O)N1CCN(C(=O)C2CCN(S(=O)(=O)c3cc(Cl)ccc3OCC)CC2)CC1 | -3 | -6 | -4 | 25 | 0 | -1 | 1 | 1 | 0
CNc1ccccc1C(=O)OC(C)C(=O)Nc1ccc(Cl)cn1 (stereo not given) | -10 | -5 | -1 | 18 | -9 | -2 | 1.3 | 1.1 | -32
CC(=O)Nc1c(NC(=O)CC#N)[nH]c2c(c1=O)c(=O)n(C)c(=O)n2C | 19 | -10 | -2 | 7 | 3 | 4 | 0.94 | 0.81 | 6
COc1ccccc1C(=O)NC(=O)COC(=O)CNC(=O)c1ccc(Cl)c([N+](=O)[O-])c1 | -8 | 4 | -2 | 0 | 2 | -2 | 1 | 1.1 | -4
O=C1CCC(C(=O)N2CCCCO2)CN1Cc1cccc(F)c1 (stereo not given) | -2 | -7 | 0 | -2 | 4 | -3 | 1 | 1 | -3
Cc1ccc(O)c(NC(=O)C2CC(c3c(F)cccc3Cl)=NO2)c1 (stereo not given) | -4 | -8 | -3 | 2 | 1 | -5 | 0.98 | 1 | 2

Remaining list, next part
SMILES | hIAP inh | A3G deaminase | beta cell repl | NALP3 yeast inh | SENP1 FRET inh | APOBEC3A inh | mIAP activ | hIAP activ | mIAP inh
Nc1ccc2c(c1)C/C(=C/c1ccco1)C2=O | 6 | 84 | -1 | 22 | -28 | 91 | 0.73 | 0.94 | 27
O=C(Nc1cccc2c1CCCC2)c1cc([N+](=O)[O-])ccc1Cl | 10 | -6 | -7 | 29 | -1 | 1 | 0.91 | 0.9 | 9
CCOC(=O)c1cnc(=O)[nH]c1C | 1 | 6 | -4 | 8 | . | 1 | 1 | 0.99 | -2
Cc1ccc(NC(=O)CSc2ccc(-c3cccnc3)nn2)c(C)c1 | -7 | -2 | -2 | 18 | -1 | 2 | 0.93 | 1.1 | 8
COc1ccccc1CNC(=O)CN1C(=O)NC(C)(c2ccc(C)cc2)C1=O (stereo not given) | -7 | -9 | 0 | 12 | 1 | 11 | 1 | 1.1 | -5
C/C(=N\NC(=O)c1ccc(CN2CCOCC2)cc1)c1ccc(NC(=O)c2ccccc2)cc1 | -5 | -5 | -2 | 30 | 1 | -4 | 0.86 | 1 | 14

Compound activity deposited in PubChem BioAssay by Sanford-Burnham Center for Chemical Genomics.
